MsrA inh: inhibitors of bovine MsrA | purified bovine MsrA, absorbance read-out | inhibition, % at 15.5 µM | 360,000 compounds, 0.75% hits; in the data active = inhibition above about 4.5%;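 note: 0% = vehicle wells with enzyme and 100% = reference inhibitor wells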
CendR NRP1 mod: NRP-1/CendR interaction modulation. O14786. inhibition, % at 25 µM. FAM-RPARPAR peptide binding to NRP-1, fluorescence polarization. 360,000 compounds, 0.85% hits;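 active = inhibition or corrected inhibition above about 18%, plus a signal ratio from 0.5 to 1.5, limit read from the data, passing the limit was not always enough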; note: strong numbers were not always called active
Target sequence (O14786 whole entry, looked up): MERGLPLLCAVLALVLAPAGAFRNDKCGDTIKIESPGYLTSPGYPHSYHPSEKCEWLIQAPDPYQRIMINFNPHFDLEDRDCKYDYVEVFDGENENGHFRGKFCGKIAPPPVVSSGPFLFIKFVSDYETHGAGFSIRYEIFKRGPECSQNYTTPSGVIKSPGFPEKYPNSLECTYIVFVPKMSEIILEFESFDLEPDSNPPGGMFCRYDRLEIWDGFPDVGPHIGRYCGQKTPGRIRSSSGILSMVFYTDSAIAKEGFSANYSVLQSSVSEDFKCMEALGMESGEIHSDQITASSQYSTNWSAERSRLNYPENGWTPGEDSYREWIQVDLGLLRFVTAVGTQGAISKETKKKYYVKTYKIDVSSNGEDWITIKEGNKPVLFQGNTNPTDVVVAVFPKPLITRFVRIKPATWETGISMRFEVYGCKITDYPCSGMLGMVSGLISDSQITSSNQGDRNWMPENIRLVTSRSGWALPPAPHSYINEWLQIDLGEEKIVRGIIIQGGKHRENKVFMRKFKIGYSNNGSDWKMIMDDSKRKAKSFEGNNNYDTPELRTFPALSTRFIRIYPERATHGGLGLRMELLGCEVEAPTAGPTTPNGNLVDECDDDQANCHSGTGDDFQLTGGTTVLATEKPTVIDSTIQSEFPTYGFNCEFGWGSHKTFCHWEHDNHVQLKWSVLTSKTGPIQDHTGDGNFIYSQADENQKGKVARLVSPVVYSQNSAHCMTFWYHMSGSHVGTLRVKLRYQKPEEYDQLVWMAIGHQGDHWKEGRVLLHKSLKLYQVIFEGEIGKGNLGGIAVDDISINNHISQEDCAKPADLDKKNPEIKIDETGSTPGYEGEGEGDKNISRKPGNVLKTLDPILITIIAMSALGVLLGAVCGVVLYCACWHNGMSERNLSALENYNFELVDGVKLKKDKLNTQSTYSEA
STEP inh: blocks human striatal-enriched tyrosine phosphatase | P54829 | recombinant STEP, OMFP fluorogenic substrate, fluorescence | inhibition, % at 20 µM | 360,000 compounds, 0.25% hits | AID 588621;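 active = inhibition at 20 µM, scaled per plate between control wells, above about 37%, limit read from the data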;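 note: 0% = DMSO with enzyme and substrate and 100% = substrate only without enzyme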
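Assay system: isolated STEP enzyme / Timing: 20 min at room temperature, dark / Doses: 20 µM, 1% DMSO / Technique: fluorescence intensity, excitation 480 nm, emission 540 nm / Reagent: fluorogenic phosphatase substrate OMFP at 25 µM final / Measure: percent inhibition scaled to no-enzyme and uninhibited-enzyme controls, plate-pattern corrected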
LMPTP block: LMPTP (human) inhibition | recombinant LMPTP-A, OMFP fluorogenic substrate, fluorescence intensity | inhibition, % at 20 µM | 360,000 compounds, 0.22% hits | AID 651560;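 active = compounds that cut the enzyme signal by at least half of the control window in the single-dose screen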;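 note: plate controls were DMSO wells with enzyme plus substrate for no effect and substrate without enzyme for full effect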
Target sequence (P24666 whole entry, looked up): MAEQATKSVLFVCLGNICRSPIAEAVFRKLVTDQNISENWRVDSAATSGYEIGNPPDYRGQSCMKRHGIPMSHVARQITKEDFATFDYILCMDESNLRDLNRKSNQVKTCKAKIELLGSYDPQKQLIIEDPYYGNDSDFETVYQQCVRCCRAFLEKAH
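Test system: LMPTP-A phosphatase enzyme. Amount: LMPTP-A at 0.625 nM final in the reaction. Reagent: OMFP substrate, 400 µM final. Times: 50 min at room temperature. Signal: endpoint fluorescence intensity from OMFP dephosphorylation. Read-out basis: % inhibition. Benchmarks: no-enzyme and uninhibited controls.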
eLon inh: inhibits E. coli Lon protease | P0A9M0 | purified E. coli Lon protease, fluorescence polarization | inhibition, % at 7.94 µM | 360,000 compounds, 0.42% hits; in the data active = inhibition above about 13%, passing the limit was not always enough;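 note: 0% = enzyme with probe and DMSO and 100% = no enzyme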
bovine MsrA act: activators of bovine methionine sulfoxide reductase A | AID 602163 | 360,000 compounds, 0.3% hits | purified bovine MsrA, absorbance read-out | activation, % at 10.6 µM; in the data active = activation above about 7.5%;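 note: 0% = vehicle and 100% = reference activator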
Scp1 inh: blocks human Scp-1 phosphatase activity; Recombinant Scp1, phosphopeptide, malachite green phosphate absorbance; inhibition, % at 20 µM; 340,000 compounds, 0.88% hits;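 active = inhibition above about 50% at 20 µM, limit read from the data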;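 note: plate controls were DMSO wells with enzyme for no effect and wells lacking enzyme for full effect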
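Test system: SCP-1 catalytic domain; Buffer or medium: Acidic Tris acetate buffer with magnesium and detergent; Also added: Phosphorylated 17-residue peptide substrate; Compound: single 20 µM dose, 1% DMSO; Schedule: enzyme reaction 45 min at room temperature, colour 5 min, stabilisation 30 min; Signal: Phosphate-binding colour reagent, absorbance read at 630 nm.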
Tb MetRS inh: blocks T. brucei methionyl-tRNA synthetase activity | purified T. brucei MetRS, ATP depletion, Kinase-Glo luminescence | inhibition, % at 11.9 µM | 360,000 compounds, 0.4% hits | AID 624268;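 active = inhibition above a per-plate cutoff of the control wells' mean inhibition plus 3 SD, cut at about 5.5% in these data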;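 note: 0% = DMSO wells median and 100% = median of wells with control inhibitor compound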
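Measured by: Kinase-Glo luciferase luminescence reporting remaining unconsumed ATP. Material: purified T. brucei MetRS enzyme. Doses: 11.9 µM compound single dose, 0.9% DMSO. Medium: HEPES buffer containing pyrophosphatase, BSA, spermine, DTT. Times: 15 min preincubation, 2 h reaction, all 25 °C. Reagent: methionine, ATP and bulk E. coli tRNA.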
DNMT1 block: DNMT1 (human) enzyme inhibition | 360,000 compounds, 0.83% hits | DNMT1 molecular beacon, Hinp1I cleavage, fluorescence | P26358 | AID 588458 | inhibition (reported as % activation of signal), % at 10 µM; in the data active = inhibition above about 50%
SUMO1 PPI mod: SUMO1-SIM interaction modulation; SUMO1 binding to a labelled peptide, TR-FRET, 1 h; inhibition, % at 20 µM; 360,000 compounds, 0.33% hits; AID 602429; in the data active = inhibition above about 37%
The depositor's hits bear a star; nt = not tested or not shown.

Results follow in this order: MsrA inh | CendR NRP1 mod | STEP inh | LMPTP block | eLon inh | bovine MsrA act | Scp1 inh | Tb MetRS inh | DNMT1 block | SUMO1 PPI mod
Cn1c(SCC(=O)O)nc2ccccc2c1=O
→ -0.1 | -14 | 0 | -1.4 | -1 | -5 | -1 | -0.6 | 5 | 0
CCOc1ccccc1OCC(=O)NCc1ccco1
→ 0.4 | -9 | -2 | -0.7 | -9 | -2 | 58* | -0.6 | 19 | 4
C=CCNc1nnc(C)c2ccccc12
→ -0.7 | 1 | 5 | -0.5 | 7 | -3 | -4 | -0.3 | 4 | 0
N#CCC(=O)Nc1ccc(C(=O)NCC2(N3CCOCC3)CCCCC2)cc1
→ 1.0 | -12 | 0 | 5.6 | -5 | -1 | -4 | -0.6 | -3 | -4
CCCCC1(C)NC(=O)c2c(C)sc(C(=O)OCC)c2N1 (stereo unspecified)
→ 1.7 | 0 | 4 | 1.2 | -3 | -1 | -4 | -1.1 | 2 | 3
COc1cc(OC)cc(C(=O)NCCN2C(=O)S/C(=C\c3cccs3)C2=O)c1
→ 1.6 | 3 | 1 | 1.6 | 1 | -2 | -17 | -0.6 | -6 | -14
COc1ccc2c(c1)C(=O)Cc1ccccc1O2
→ -1.6 | -7 | -1 | 1.2 | -1 | 2 | -1 | -0.2 | -2 | 10
O=C(CSc1nnnn1C1CC1)N1CCN(c2cccc(Cl)c2)CC1
→ 0.1 | -1 | 1 | -0.7 | 4 | -1 | -5 | -0.4 | 3 | 0
CC(C(=O)N1CCc2ccccc2C1)N1C(=O)c2ccccc2C1=O (stereo unspecified)
→ -0.8 | 3 | 1 | -0.3 | 3 | -1 | 6 | 0.1 | 2 | -3
COc1ccc(CCn2c(-c3ccc(C(C)(C)C)cc3)n[nH]c2=S)cc1OC
→ -1.0 | 8 | 1 | -2.6 | 13 | -3 | -10 | -0.5 | 2 | 1
C[C@H](CO)N1C[C@H](C)[C@H](CN(C)S(=O)(=O)c2ccc(Cl)cc2)OCc2cnnn2CCCC1=O
→ 0.2 | -3 | -1 | -3.6 | 1 | -4 | nt | -0.6 | 6 | -1
Cc1ccc(Cn2c(SCC(=O)NCC3CCCO3)nc3c2c(=O)n(C)c(=O)n3C)cc1 (stereo unspecified)
→ 0.3 | 18 | -1 | -1.3 | 6 | -10 | -2 | -0.6 | 2 | 0
Cc1ccc(C(=O)COC(=O)c2cc(=O)[nH]c3ccccc23)cc1
→ 0.3 | 4 | -1 | 0.1 | -9 | -4 | -4 | -0.5 | 3 | 0
COc1ccccc1CNC(=O)c1ccc(SC)cc1OC
→ nt | -23 | 3 | 1.4 | 3 | -4 | -9 | 0.1 | 0 | 1
CCC(=O)Nc1cc2nn(-c3ccc(OC)cc3)nc2cc1C
→ 0.9 | -10 | 0 | -0.9 | -3 | 5 | -5 | -0.6 | 19 | 4
CCCn1nnc(NC(=O)c2cc(Br)cc(Br)c2OC)n1
→ -0.4 | 6 | 1 | 0.7 | 1 | -2 | 1 | -0.2 | 0 | 6
Cc1cccc(N2CCC(N=CN(C)C)=N2)c1
→ 1.7 | -4 | 0 | 4.8 | -1 | -4 | 2 | -0.3 | -2 | -3
O=C(Nc1ccc(S(=O)(=O)N2CCCCC2)cc1)C1CC(=O)N(c2ccc(Cl)cc2)C1 (stereo unspecified)
→ -1.0 | -7 | 0 | 0.9 | 0 | -2 | -12 | -0.3 | -6 | 2
O=C(NNc1ncc(C(F)(F)F)cc1Cl)c1ccc(Cl)c(Cl)c1
→ -0.6 | -2 | 0 | -0.5 | 0 | -6 | -4 | -0.5 | -3 | -2
CCCCCCc1c(O)c2ccccc2[nH]c1=O
→ 0.8 | 6 | -1 | 1.0 | 1 | 1 | -4 | -1.4 | -2 | 2
CCN1C(=O)[C@H]2[C@@H](c3ccc(SC4CCCCC4)c(OC)c3)N[C@@](Cc3ccccc3)(C(=O)OC)[C@H]2C1=O
→ 0.1 | -7 | -1 | 2.9 | -3 | -9 | 3 | -0.2 | -25 | -21
CCOC(=O)C1(C(=O)OCC)COC(=O)C2(CC)OC21 (stereo unspecified)
→ 1.0 | -1 | -2 | -2.4 | -9 | -4 | 5 | -0.5 | 7 | 7
CCOC(=O)c1ccc(OCC2NCCc3cc(OC)c(OC)cc32)cc1 (stereo unspecified)
→ -0.1 | 14 | 0 | 0.5 | 9 | -2 | -3 | -0.4 | -1 | -1
CCOC(=O)c1cc2cc([N+](=O)[O-])ccc2oc1=O
→ 0.7 | -13 | 1 | -1.1 | 4 | -7 | -7 | -0.9 | -1 | -34
CCN1C(=O)CS/C1=N\S(=O)(=O)c1ccccc1
→ -1.8 | -20 | 1 | -0.8 | -5 | -5 | -9 | 0.7 | 1 | 5
O=S(=O)(Cc1cc(NCc2ccccc2)nc(-c2ccccn2)n1)c1ccccc1
→ 0.1 | -10 | -1 | -1.5 | 0 | -6 | 1 | -0.4 | 1 | 0
CN(C)/C=N/NC(=O)c1ccc(Cl)cc1
→ 0.2 | -4 | 1 | -1.0 | 1 | -2 | -7 | -0.2 | 4 | 1
Cc1oc2nc(SCC(=O)NCCCO)nc(N)c2c1C
→ -0.6 | 2 | 1 | -1.5 | 0 | -1 | 0 | 0.5 | 1 | 3
Cc1ccc(-c2nnn(CC(=O)N3CCCCC3)n2)o1
→ -0.2 | -8 | -3 | -0.9 | 10 | -7 | -4 | 1.8 | 0 | -2
COCCNC(=O)C1CCCN(S(=O)(=O)c2ccc3c(c2)CC(C)N3C(=O)C2CC2)C1 (stereo unspecified)
→ 0.2 | 4 | -2 | -1.4 | 0 | 2 | -10 | 0.6 | 3 | 2

A stretch of the results above, for reference:
Results follow in this order: MsrA inh | CendR NRP1 mod | STEP inh | LMPTP block | eLon inh | bovine MsrA act | Scp1 inh | Tb MetRS inh | DNMT1 block | SUMO1 PPI mod
Cc1oc2nc(SCC(=O)NCCCO)nc(N)c2c1C
→ -0.6 | 2 | 1 | -1.5 | 0 | -1 | 0 | 0.5 | 1 | 3
Cc1ccc(-c2nnn(CC(=O)N3CCCCC3)n2)o1
→ -0.2 | -8 | -3 | -0.9 | 10 | -7 | -4 | 1.8 | 0 | -2
COCCNC(=O)C1CCCN(S(=O)(=O)c2ccc3c(c2)CC(C)N3C(=O)C2CC2)C1 (stereo unspecified)
→ 0.2 | 4 | -2 | -1.4 | 0 | 2 | -10 | 0.6 | 3 | 2

Continued.
Results follow in this order: MsrA inh | CendR NRP1 mod | STEP inh | LMPTP block | eLon inh | bovine MsrA act | Scp1 inh | Tb MetRS inh | DNMT1 block | SUMO1 PPI mod
CCCOc1ccc(C2=CSC3=NCCN23)cc1Cl
→ 1.1 | -14 | -1 | 0.6 | 2 | -10 | -1 | -1.5 | -1 | -5
CC(C)(C)NC(=O)NC(=O)COC(=O)CCC1CCCC1
→ 1.8 | -12 | -2 | 0.1 | -5 | -2 | -8 | 0.3 | 1 | 0
COc1cccc(-n2ccnc2SCC(=O)NCc2ccccc2)c1
→ -0.6 | -1 | -2 | 0.4 | 1 | -3 | -11 | -0.9 | -1 | 1
CCCCn1c(-c2ccccc2C)nc2cc3[nH]c(=O)c(C(C)C)nc3cc21
→ 0.9 | -30 | 3 | 0.1 | -2 | -4 | 2 | -0.4 | -10 | -3
O=C(CCS(=O)(=O)Cc1ccccc1)NCC1CCCO1 (stereo unspecified)
→ 0.4 | 0 | 0 | -0.2 | -11 | 0 | 6 | 0.2 | 4 | -2
Cc1ccc(S(=O)(=O)NC(C)CCc2ccccc2)cc1C(N)=O (stereo unspecified)
→ 1.5 | 0 | 0 | -0.6 | 3 | -2 | -2 | -0.5 | 1 | 0
Cc1cc(NC(=O)CSc2nc(C)c(C)c(=O)[nH]2)no1
→ -0.3 | 6 | 0 | -0.6 | -14 | -2 | 0 | -0.2 | 3 | 3
CCOC(=O)c1nn(-c2ccc(Br)cc2)cc1C(=O)c1cccc2ccccc12
→ 0.5 | 4 | 2 | 4.4 | 11 | -2 | -15 | -0.5 | 2 | 10
CN(C)S(=O)(=O)n1cnc([C@@H]2[C@H]3C(=O)OC[C@@H]3C[C@@]23N=CN(Cc2ccccc2)C3=O)c1
→ -0.3 | -7 | -1 | -0.8 | -1 | -2 | -8 | -0.3 | 1 | 2
CCCCn1c(N)c(Sc2ccccc2)c(=O)[nH]c1=O
→ 2.4 | -20 | -1 | -1.5 | -3 | -3 | -11 | -0.1 | 0 | -1
CC(=O)OCC(=O)c1c[nH]c2ccccc12
→ 0.6 | -4 | -1 | -0.2 | -9 | -2 | -10 | 0.1 | 3 | 3
O=c1c(-c2ccc(Cl)cc2)c[nH]n1-c1ccccc1
→ 3.3 | -3 | -1 | 0.9 | 18* | -2 | -14 | -0.1 | 1 | 25
N=C(N1CCCc2ccccc21)N1CCCc2ccccc21
→ -0.4 | 20 | -1 | -0.4 | -3 | -2 | -5 | -0.2 | -2 | -6
COCCCn1c(N)c(-c2nc3ccccc3n2C)c2nc3ccccc3nc21
→ 0.7 | -46 | -5 | 1.7 | -47 | 2 | -4 | 0.2 | 2 | -4
CC1CC(C)CN(c2nc(N(C)c3ccccc3)nc(N)c2[N+](=O)[O-])C1 (stereo unspecified)
→ 1.6 | 5 | 3 | 4.6 | 3 | -4 | 9 | -0.1 | 0 | -3
COc1ccc(S(=O)(=O)N2CCC(C(=O)NCCC(=O)Nc3ccc(Cl)cc3)CC2)cc1
→ -0.2 | 4 | -1 | -0.5 | 4 | -10 | 2 | 0.0 | -2 | 5
CC(C)C[C@@H]1CN(CCCC[C@H]2CNC(=O)C(=O)N2CCC2CCCCC2)C(=O)C(=O)N1CCc1ccc(O)cc1
→ -0.1 | -5 | nt | 0.5 | -10 | -2 | nt | -0.7 | nt | 0
COC(=O)CSc1nc(C)c2c(n1)CCCC2
→ -1.2 | 1 | 0 | -0.9 | 6 | -10 | 3 | -1.0 | 6 | 1
CCN(CC)S(=O)(=O)c1ccc(OC)c(NC(=O)c2cc3c(=O)n4ccccc4nc3s2)c1
→ -1.3 | -11 | -2 | 8.8 | -3 | -9 | 2 | -1.2 | 0 | 2
CCOc1ccc(N/C=C/C(=O)c2ccc(C)cc2)c([N+](=O)[O-])c1
→ -0.3 | -3 | 11 | 3.7 | 0 | -4 | 2 | -1.0 | 0 | -12
Cc1ccnc(NC(=O)c2ccc(C(=O)c3ccccc3)cc2)c1
→ -0.3 | -5 | -3 | -7.4 | -4 | -1 | -3 | 0.0 | 0 | -18
Cc1ccc(S(=O)(=O)NC(=O)COc2ccccc2C)c(C)c1
→ 0.6 | 2 | 2 | 0.7 | 5 | -8 | -2 | -0.2 | 0 | 3
O=C(Nc1ccccc1)C1CCCCN1S(=O)(=O)c1ccccc1 (stereo unspecified)
→ -0.1 | 0 | 0 | 1.6 | -5 | -5 | -9 | -0.5 | 0 | 1

Source: PubChem
